Screens from PubChem BioAssay.
All columns: NCI-60 one-dose screen, growth in % after 48 h at 10 µM unless noted; 100 = growth as untreated, 0 = no growth, -100 = all killed.
NCI-H23 = NCI-H23 lung cancer | AID 1794731 | 80,000 compounds, 4% hits
NCI-H460 = NCI-H460 lung cancer | 82,000 compounds, 6.8% hits | AID 1794736
NCI-H226 = NCI-H226 lung cancer | 79,000 compounds, 3.5% hits | AID 1794732
OVCAR-3 = OVCAR-3 ovarian cancer; 79,000 compounds, 7% hits; AID 1794787
NCI-H322M = NCI-H322M lung cancer; 80,000 compounds, 2.7% hits; AID 1794733
NCI/ADR-RES = NCI/ADR-RES ovarian cells; 81,000 compounds, 4.4% hits
OVCAR-8 = OVCAR-8 ovarian cancer; 81,000 compounds, 4.4% hits
NCI-H522 = NCI-H522 lung cancer; AID 1794739; 78,000 compounds, 8% hits
OVCAR-5 = OVCAR-5 ovarian cancer; 82,000 compounds, 2.9% hits; AID 1794783
Active calls of the source: *; · = no result given; & = joins results of further samples. How the source made its calls: active means growth percent below 10; inactive means the rest.

SMILES | NCI-H23 | NCI-H460 | NCI-H226 | OVCAR-3 | NCI-H322M | NCI/ADR-RES | OVCAR-8 | NCI-H522 | OVCAR-5
Fc1ccc(/C=C/c2cc(N3CCOCC3)c3cc(F)c(F)cc3n2)cc1 | 78 | 100 | 75 | · | 104 | 89 | 103 | 84 | 104
O=c1cc(-c2ccccc2)oc2c1ccc1c(O)cccc12 | 83 | 83 | 107 | 82 | 89 | 65 | 71 | 53 | 107
CN(C)C(=O)Cn1c(=O)[nH]c2ccccc2c1=O | 99 | 108 | 90 | 111 | 97 | 97 | 112 | 101 | 98
NC(=O)c1ccccc1NC(=O)COc1ccc(Cl)cc1 | 89 | 108 | 92 | 103 | 95 | 89 | 93 | 75 | 90
NC(=O)C1(Nc2ccc(C(=O)O)cc2)CCCC1 | 103 | 107 | 101 | 111 | 125 | 101 | 108 | 114 | 102
O=C(/C=C/c1cn(-c2ccccc2)nc1-c1ccccc1)OCc1cn(-c2ccccc2[N+](=O)[O-])nn1 | 94 | 98 | 94 | 101 | 85 | 92 | 89 | 61 | 98
CC/C=C\C[C@H](O)C/C=C1/C(=O)C(Cl)=C[C@@H]1C/C=C\CCCC(=O)O | 70 | 98 | 90 | 29 | 95 | 57 | 11 | -68* | 97
O=c1oc2ccc(I)cc2c(=O)n1-c1ccc(I)cc1F | 4.9* | 1.0* | · | 7.9* | 7.2* | 9.9* | 9.0* | -16* | 27
CCCCc1ccc(N2CCC(=O)NC2=S)cc1 | 107 | 101 | 100 | 119 | 109 | 103 | 101 | 94 | 109
CCN1CCCCN(CC(=O)NC23CC4CC(CC(C4)C2)C3)CC1 | 100 | 105 | 97 | 110 | 101 | 102 | 95 | 87 | 100
O=C(CC(=O)C(F)(F)C(F)(F)C(F)(F)F)c1ccc(Cl)s1 | 105 | 109 | 103 | 107 | 108 | 102 | 101 | 114 | 97
NS(=O)(=O)Oc1ccc(NC(=O)c2ccccc2)cc1 | 100 | 113 | 105 | 116 | 103 | 106 | 106 | 96 | 104
N#Cc1c(-c2cccc(F)c2)cc(-c2ccccn2)[nH]c1=O | 96 | 92 | 89 | 104 | 98 | 24 | 100 | 93 | 104
N#Cc1c(-c2cccs2)cc(-c2cnccn2)nc1SCC(=O)NNC(=S)Nc1ccccc1 | 103 | 102 | 100 | 117 | 99 | 100 | 96 | 90 | 106
COc1ccc(C2=NN(C(=O)c3cc(-c4ccccc4)nc4ccccc34)C(c3cc(-c4ccccc4)nn3-c3ccccc3)C2)cc1 (centres undefined) | 87 | 53 | 85 | 75 | 75 | 87 | 85 | 85 | 102
Cc1cc(/C=C2\SC(=Nc3ccccc3)N(C3CCCC3)C2=O)c(C)n1-c1ccc(Cl)cc1 | -20* | -57* | -67* | -85* | -55* | 0.0* | -38* | -67* | -25*
CN=S(=O)(OCCCCOS(=O)(=NC)c1ccc(C)cc1)c1ccc(C)cc1 (centres undefined) | 105 | 101 | 94 | 106 | 96 | 105 | 109 | 80 | 106
CC1(C)NCCC[C@]2(C)[C@H]3CC(=O)[C@H]4[C@@H]5C[C@](C)(CO)CC[C@]5(C)CC[C@@]4(C)[C@]3(C)CC[C@@H]12 | 104 | 100 | 98 | 90 | 98 | 105 | 114 | 101 | 98
COc1ccc(-n2c(SCc3n[nH]c(=S)o3)nc3ccc(Cl)cc3c2=O)cc1 | 99 | 103 | 78 | · | 98 | 99 | 101 | 88 | 90
COc1cccc(-c2nc3sccn3c2-c2ccnc(NCCCNS(=O)(=O)c3ccc(C(F)(F)F)cc3)c2)c1 | 70 | 52 | 59 | 62 | 79 | 35 | 45 | 68 | 96
N#Cc1c(-c2ccc(F)cc2)nn(CC(=O)N2CCOCC2)c1N | 93 | 108 | 96 | 105 | 97 | 97 | 100 | 95 | 102
O=C(/C=C/c1cc2ccccc2[nH]c1=O)c1ccc(O)cc1 | 57 | 2.0* | 99 | -19* | 52 | 36 | 22 | -44* | 79
COc1cccc(C(=O)CC(c2ccccc2)C(C)(C)[N+](=O)[O-])c1 (centres undefined) | 99 | 104 | 93 | 105 | 100 | 101 | 91 | 96 | 90
Nc1ccc(-c2ccc(F)cc2)cc1NC(=O)N1CCC2(CCOC2)CC1 | 91 | 81 | 89 | 83 | 81 | 57 | 64 | 45 | 85
O=C(Cc1ccccc1)Nn1c(NCC(=O)N2c3ccccc3Sc3ccccc32)nnc1-c1ccc(O)cc1 | 89 | 102 | 95 | 105 | 97 | 91 | 95 | 85 | 91
(listing goes on)
SMILES | NCI-H23 | NCI-H460 | NCI-H226 | OVCAR-3 | NCI-H322M | NCI/ADR-RES | OVCAR-8 | NCI-H522 | OVCAR-5
Cc1ccc(-n2nnc3c(N)c(C#N)c(N)nc32)cc1 | 86 | 101 | 94 | 97 | 93 | 97 | 91 | 69 | 109
CC(N)C#N (centres undefined) | 110 | 112 | 101 | 104 | 120 | 104 | 110 | · | 109
CCCCCn1c(=O)c2c(nc(NCCc3ccc(O)c(O)c3)n2C)n(C)c1=O | 96 | 103 | 90 | 85 | 90 | 96 | 91 | 46 | 103
CCCC(O)Cn1ncc(C(=O)OCC)c1NC(=O)NCc1ccccc1C(F)(F)F (centres undefined) | 89 | 103 | 103 | 100 | 93 | 100 | 100 | 41 | 103
CCN1[C@@H]2CC[C@H]1/C(=C\c1ccc(OC)c(OC)c1)C(=O)/C2=C/c1ccc(OC)c(OC)c1 | 33 | 41 | 68 | 55 | 58 | 49 | 48 | 53 | 94
COc1cccc(/C=N/Nc2nc3ccccc3s2)c1OC | 101 | 35 | 83 | 98 | 76 | 92 | 76 | · | 98
CCOc1ccc(NC(=O)CSc2oc(-c3ccccc3)nc2S(=O)(=O)c2ccccc2)cc1 | 74 | 94 | 93 | 84 | 85 | 85 | 108 | 75 | 116
O=[N+]([O-])c1ccc2cc(O)c(=S)[nH]c2c1 | 90 | 100 | 88 | 110 | 105 | 99 | 98 | 96 | 105
COC(=O)c1cc(Nc2nc(O)c(C3=c4cc(OC)ccc4=NC3=O)s2)ccc1O | 103 | 103 | 98 | 120 | 101 | 101 | 101 | 87 | 137
COc1cc2nc(-c3ccc(NC(=O)/C=C/c4ccc(C(F)(F)F)cc4)cc3)sc2c(OC)c1OC | 97 | 110 | 88 | 118 | 100 | 111 | 109 | 91 | 116
COc1ccc(NC(=O)CCn2cnc3c2c(=O)n(C)c(=O)n3C)cc1 | 101 | 107 | 104 | 110 | 106 | 109 | 104 | 83 | 103
CCNC(=O)Oc1ccc(/C(=C(\C)c2ccccc2)c2ccc(OCCCN(C)C)cc2)cc1 | 76 | 87 | 99 | 85 | 81 | 82 | 86 | 86 | 81
CCOC(=O)CC(C)(N)NC(N)=O (centres undefined) | 99 | 104 | 102 | 106 | 91 | 107 | 108 | 93 | 116
CC(C)C1=CC2=CC[C@@H]3[C@](C)(CCC[C@@]3(C)C(=O)OCC#CCN3CCOCC3)[C@H]2CC1 | 62 | 87 | 81 | 84 | 97 | 86 | 88 | 63 | 90
COc1ccc(Nc2c3c4c(cccc4[nH]c2=O)C(=O)c2ccccc2-3)cc1 | 4.1* | -44* | 17 | -39* | 25 | 0.0* | 13 | -20* | 24
FC(F)(F)c1ccc(/C=N/Nc2nnc3n2N=C(c2ccccc2)CS3)cc1 | 102 | 103 | 92 | 107 | 99 | 81 | 93 | 85 | 99
NC(=O)c1c(Cl)c(Cl)c(Cl)c(Cl)c1C(=O)O | 108 | 109 | 106 | 109 | 100 | 112 | 99 | 104 | 104
COc1ccc2[nH]c(=O)c(C=O)cc2c1 | 94 | 105 | 97 | 120 | 100 | 95 | 101 | 93 | 107
CC(=O)Nc1cccc2c1CCCC2 | 96&98 | 111&101 | 99&99 | 108&107 | 98&113 | 97&98 | 104&87 | 75&69 | 105&99
O=C1CCC(c2ccc(Oc3ccc(C4=NNC(=O)CC4)cc3)cc2)=NN1 | 93 | 97 | 77 | 105 | 92 | 114 | 89 | 94 | 103
C[C@@]1(O)c2ccccc2N2C(=O)C(=O)N3[C@H](c4cccnc4)[C@@]45C=C[C@@]23[C@H]1[C@@H]4CC(=O)N5 | 103 | 112 | 104 | 121 | 95 | 111 | 101 | 94 | 103
O=C1N/C(=N\c2nnc(-c3ccc(O)cc3)s2)S/C1=C\c1cccnc1 | 96 | 104 | 106 | 98 | 99 | 105 | 107 | 79 | 101
CC(C)=NOC(=O)Nc1ccc(Cl)cc1 | 98 | 88 | 103 | 106 | 100 | 79 | 107 | · | 92
C#CCOc1ccc(C(Nc2ccc(Cl)cc2)c2nnnn2C2CCCCC2)cc1OC (centres undefined) | 96 | 101 | 97 | 99 | 81 | 96 | · | 88 | 91
COc1cccc2c1O/C(=C\c1ccc([N+](=O)[O-])s1)C2=O | 72 | 71 | 97 | -17* | 82 | 88 | 25 | -65* | 101

Whole records, quoted from the list. Screens in order: NCI-H23, NCI-H460, NCI-H226, OVCAR-3, NCI-H322M, NCI/ADR-RES, OVCAR-8, NCI-H522, OVCAR-5
`CCN1[C@@H]2CC[C@H]1/C(=C\c1ccc(OC)c(OC)c1)C(=O)/C2=C/c1ccc(OC)c(OC)c1` is listed as 33, 41, 68, 55, 58, 49, 48, 53, 94
`O=C1CCC(c2ccc(Oc3ccc(C4=NNC(=O)CC4)cc3)cc2)=NN1` is listed as 93, 97, 77, 105, 92, 114, 89, 94, 103

Going on with the list.
SMILES | NCI-H23 | NCI-H460 | NCI-H226 | OVCAR-3 | NCI-H322M | NCI/ADR-RES | OVCAR-8 | NCI-H522 | OVCAR-5
CS(=O)(=O)Nc1cc(-c2ccc3ncnc(Nc4ccc5[nH]ncc5c4)c3c2)cnc1Cl | 86 | 94 | 75 | 59 | 74 | 91 | 86 | 61 | 60
Cn1c(O)c(N=Nc2nc(-c3cc4ccccc4oc3=O)cs2)c2cc(Br)ccc21 | 51 | 92 | 52 | 96 | 84 | 68 | 79 | 58 | 86
COc1ccc(-c2cc(NC(=O)Nc3cccc(Br)c3)no2)cc1 | 102 | 102 | 98 | 113 | 101 | 108 | 104 | 92 | 94
O=C(Cn1nnc2ccccc21)N/N=C/c1ccncc1 | 100 | 93 | 96 | 102 | 90 | 103 | 97 | 89 | 101
C[C@H](N)[C@H](O)c1cccc(O)c1 | 99 | 109 | 93 | 107 | 104 | 96 | · | 103 | ·
Cn1cc(NC(=O)Nc2cc(C(=O)O)n(C)c2)cc1C(=O)O | 109 | 120 | 82 | 102 | 100 | 105 | 94 | · | 107
O=C(CCCCCCN1CC(=O)N2[C@@H](c3cccc(F)c3)c3[nH]c4ccccc4c3C[C@H]2C1=O)NO | 103 | 89 | 106 | 73 | 94 | 96 | 77 | 73 | 99
Fc1cccc(Cn2cc(CSc3nc4ccccc4s3)nn2)c1 | 91 | 111 | · | 109 | 96 | 92 | 114 | 78 | 87
O=C(c1ccccc1)C1CCC1 | 102 | 107 | 102 | 108 | 101 | 107 | 99 | 86 | 109
O=C1CCCCC1CNCc1ccccc1 (centres undefined) | 93 | 104 | 104 | 111 | 94 | 99 | 98 | 98 | 100
O=C(c1ccc(Cl)cc1)C1[C@H](c2ccc(Cl)cc2)[C@@H](c2ccccc2)NC12C(=O)Nc1ccc(Br)cc12 (some centres undefined) | · | 8.7* | 38 | 26 | 56 | 29 | 38 | 66 | 53
Cc1cnc(Nc2ccc(OCCN3CCCC3)cn2)nc1NCc1ccco1 | 100 | 107 | 95 | 102 | 93 | 100 | 100 | 78 | 112
BrCc1ccc(CCCc2ccc(CBr)cc2)cc1 | 95 | 102 | 95 | 104 | · | 103 | 100 | 87 | 118
COc1cc(/C=N/NC(=O)c2cn3c4c(c(N5CCN(C)CC5)c(F)cc4c2=O)OCC3C)ccc1O (centres undefined) | 99 | 106 | 93 | · | 98 | 101 | 100 | 100 | 96
COc1cc(/C=N/Nc2ncnc3c2c(C)nn3-c2ccc(F)cc2)ccc1O | 91 | 88 | 102 | 76 | 86 | 96 | 96 | 73 | 131
O=c1cc(CSc2cccnc2)occ1O | 108 | 122 | 106 | 121 | 117 | 111 | 111 | 101 | 114
COC(=O)c1cn2c(c1C(=O)OC)c1c3ccccc3n(C)c1n1nnc(-c3ccccc3)c21 | 104 | 101 | 106 | 120 | 97 | 106 | 101 | 93 | 98
C=C(C)[C@@H]1CCC[C@]2(C(=O)OC)CC[C@]3(C)[C@@H](CC[C@@H]4[C@@]5(C)CCCNC(C)(C)[C@@H]5CC[C@]43C)[C@@H]12 | 96 | 94 | 84 | 74 | 80 | 99 | 90 | 92 | 86
O=C(/C=C/c1ccc(Oc2ccc(Cl)cc2)cc1)c1ccc(Br)cc1 | 102 | 112 | 108 | 112 | 116 | 107 | 102 | 99 | 117
COc1ccc(CCNc2nc3cc(N)cc(N)c3nc2-c2ccccc2)cc1OC | 105 | 105 | 92 | 43 | 104 | 108 | 86 | 76 | 77

Exported as tab-separated lines: entries from further up
SMILES	NCI-H23	NCI-H460	NCI-H226	OVCAR-3	NCI-H322M	NCI/ADR-RES	OVCAR-8	NCI-H522	OVCAR-5
Fc1cccc(Cn2cc(CSc3nc4ccccc4s3)nn2)c1	91	111	·	109	96	92	114	78	87
FC(F)(F)c1ccc(/C=N/Nc2nnc3n2N=C(c2ccccc2)CS3)cc1	102	103	92	107	99	81	93	85	99
O=C(CCCCCCN1CC(=O)N2[C@@H](c3cccc(F)c3)c3[nH]c4ccccc4c3C[C@H]2C1=O)NO	103	89	106	73	94	96	77	73	99
COc1cccc(C(=O)CC(c2ccccc2)C(C)(C)[N+](=O)[O-])c1 (centres undefined)	99	104	93	105	100	101	91	96	90
C[C@H](N)[C@H](O)c1cccc(O)c1	99	109	93	107	104	96	·	103	·
C#CCOc1ccc(C(Nc2ccc(Cl)cc2)c2nnnn2C2CCCCC2)cc1OC (centres undefined)	96	101	97	99	81	96	·	88	91
O=C(/C=C/c1cn(-c2ccccc2)nc1-c1ccccc1)OCc1cn(-c2ccccc2[N+](=O)[O-])nn1	94	98	94	101	85	92	89	61	98
